From PubChem BioAssay
Shn3 inh set2 – reduction of Shn3 3'UTR firefly luciferase signal, primary screen, Schnurri-3 inhibitor project, cell-based, Clone20 osteoblasts, set 2. inhibition, % at 12.5 µM. Clone20 osteoblast Shn3 3'UTR firefly luciferase, 24 h. AID 588674, 2011. hit rate 0.52% among 360,000;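 active = mean inhibition of at least 75% with every replicate also reaching 75%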;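 also: 0% = median of neutral control wells and 100% = pilot-screen positive control compound; some compounds past the cut are filed as inactive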
NR2E3 ag-1 – NR2E3 agonists in two-hybrid cells, primary screen, cell-based, luminescence, CHO-S, Gal4-NCOR/VP16-NR2E3; AID 602229, 2012; inhibition of corepressor binding, % at 3.98 µM; luciferase; Photoreceptor-specific nuclear receptor (Homo sapiens), Q9Y5X4; hit rate 0.35% among 360,000;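 active = inhibition above the mean of all tested compounds plus 3 SD, cut at about 70% in these data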;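 also: 0% = DMSO with NR2E3 transfected cells and 100% = cells lacking NR2E3 construct; higher means lower luciferase signal from less NR2E3 corepressor binding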
Target sequence (Q9Y5X4 whole entry, looked up, the tested form may be a part): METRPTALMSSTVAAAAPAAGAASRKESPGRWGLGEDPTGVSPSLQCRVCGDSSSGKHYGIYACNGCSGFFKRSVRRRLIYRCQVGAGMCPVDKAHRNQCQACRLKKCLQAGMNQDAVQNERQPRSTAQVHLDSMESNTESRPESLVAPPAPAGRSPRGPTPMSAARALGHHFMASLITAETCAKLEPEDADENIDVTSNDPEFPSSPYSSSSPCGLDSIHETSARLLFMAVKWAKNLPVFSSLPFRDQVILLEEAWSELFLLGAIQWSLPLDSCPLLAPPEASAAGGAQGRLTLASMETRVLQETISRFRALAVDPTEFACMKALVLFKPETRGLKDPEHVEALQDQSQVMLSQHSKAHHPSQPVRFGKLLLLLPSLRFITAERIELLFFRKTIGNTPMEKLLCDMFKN
aDG glyco act – activators of alpha-DG glycosylation, primary screen, uHTS, Pro5-aDG cells, AlphaScreen; hit rate 0.22% among 360,000; alpha-DG glycosylation AlphaScreen (IIH6); 0% Pro5, 100% B10-LARGE cell signal; activation, % at 10 µM;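 active = activation of at least 8% versus controls, or a plate z-score of at least 8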;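 also: Pro5 are CHO cells carrying HIG-tagged alpha-DG that lacks glycosylation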
KKLEB tox – cytotoxicity in KKLEB CF airway cells, primary screen, cytotoxicity control for CF NF-kB inhibitor project, cell-based, uHTS, fluorescence assay plates; activity change (cytotoxicity), % at 5 µM; KKLEB CF airway cells viability, ATPlite luminescence, overnight; hits give low values; cells stimulated with P. aeruginosa culture filtrate; hit rate 0.36% among 360,000; AID 602141, 2011;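 active = corrected activity change at or below -50% at 5 µM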
Peg3 promoter – Peg3 promoter-driven luciferase inhibitors, primary screen, cell-based, HeLa, luciferase luminescence; HeLa PEG-Prom luciferase reporter, overnight; inhibition, % at 20 µM; hit rate 1.7% among 360,000;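 active = inhibition of at least 50% at 20 µM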
HIF-2a inh – HIF-2a reporter inhibitors, primary screen, luminescence, 786-0 RCC cells. 786-0 RCC cells HIF-2a reporter, luciferase luminescence, overnight. inhibition, % at 18.8 µM. hit rate 0.72% among 360,000;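 active = inhibition of the luminescence signal of 40% or more relative to plate controls, in a single-dose primary screen at 18.75 µM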
iPSC survival up – enhancers of single-cell hiPSC survival, primary screen, ATPlite luminescence | 100% = ROCK inhibitor wells, 0% = DMSO | hit rate 0.044% among 360,000 | survival enhancement, % at 20 µM | AID 602274, 2012; in the data active = survival enhancement above about 18%;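 also: cells exposed to compounds for 16 hours before the ATP read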
CF NFkB inh – inhibitors of PAF-induced NF-kB signaling, primary screen, cell-based, GFP fluorescence, uHTS; hit rate 0.86% among 360,000; AID 588850, 2011; inhibition, % at 5 µM; KKLEB NF-kB-GFP reporter, GFP fluorescence overnight;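 active = at least 50% inhibition at 5 µM, scaled per plate between neutral and stimulator controls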;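 also: PAF is a Pseudomonas aeruginosa culture filtrate used as stimulus; plate controls were PAF-stimulated DMSO wells for no effect and unstimulated DMSO wells for full effect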
TRPM1 prom inh – inhibitors of MITF-dependent TRPM1 promoter reporter, primary screen, cell-based, SK-MEL-5, single point, luciferase; SK-MEL-5 TRPM1 promoter luciferase, 24 h; inhibition, % at 12.5 µM; hit rate 0.83% among 330,000;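 active = mean inhibition across replicates of 60% or more, whatever share of single replicates reaches that level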; also: values of inactives mirror those of a sister screen read the other way
TWEAK Fn14 block – inhibitors of TWEAK-Fn14 signaling, primary screen, luciferase reporter cells, uHTS. AID 1159606, 2016. inhibition, % at 10 µM. hit rate 2% among 360,000. TWEAK-stimulated Fn14 reporter cells, luciferase luminescence, 8 h; in the data active = inhibition above about 50%
NR2E3 ag-2 – inhibitors of NR2E3-RetCOR corepressor binding, primary screen, NR2E3 agonist project, biochemical, TR-FRET, GST-NR2E3, biotin-RetCOR | inhibition of corepressor binding, % at 4.78 µM | AID 2300, 2010 | Photoreceptor-specific nuclear receptor (Homo sapiens), Q9Y5X4 | hit rate 0.12% among 320,000 | 1536-well;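 active = percent inhibition above the cutoff of mean plus 3 SD of all tested compounds, set per screening campaign, cut at about 20% in these data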;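 also: 0% = DMSO wells and 100% = biotin wells as full block of FRET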
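Material: NR2E3–RetCOR corepressor complex / Incubation: Compound–protein incubation for 5 h at 4 °C / Dosing: compound at 4.8 µM, single dose / Detection: time-resolved FRET / Benchmarks: high control biotin, low control 0.6% DMSO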
Active calls of the source: *; x = no result given.

Screens in order – Shn3 inh set2	NR2E3 ag-1	aDG glyco act	KKLEB tox	Peg3 promoter	HIF-2a inh	iPSC survival up	CF NFkB inh	TRPM1 prom inh	TWEAK Fn14 block	NR2E3 ag-2
- CCN(C(=O)CCc1nc(-c2ccc(OC)cc2)no1)c1cc(OC)ccc1OC
 : 14.8	-56.4	0.4	-6.6	27.6	9.7	-0.6	6.5	11.9	23.9	-3.0
- COc1ccc(C(=O)N2CCCC(CCC(=O)NCc3ccccc3F)C2)c(OC)n1 (stereo not given)
 : -1.4	-6.8	0.2	-14.8	-14.1	-26.2	0.9	17.2	0.6	4.4	-3.4
- COc1ccc2nc(NC(=O)C3CCN(S(=O)(=O)c4cnc[nH]4)CC3)sc2c1
 : 5.1	-7.2	-0.2	-2.6	10.7	5.0	-0.1	0.3	1.9	12.0	-0.4
- CCCC(C(=O)NC1CCCC1)N(CCCN1CCOCC1)C(=O)c1snc(C(N)=O)c1N (stereo not given)
 : -15.5	-11.6	0.0	-8.0	12.1	12.6	-0.9	2.2	12.0	-5.0	2.0
- CCOP(=O)(C1=C(O)C(=O)C(C(C)(C)C)=CC1=O)c1ccccc1 (stereo not given)
 : -31.9	-8.8	0.0	7.1	12.5	6.9	0.2	-5.5	-15.0	9.6	x
- COCCNC(=O)c1c(N)n(/N=C/c2ccc(F)cc2)c2nc3ccccc3nc12
 : -0.7	-32.5	0.0	7.3	18.8	-11.3	-0.7	-7.9	x	15.8	5.1
- COc1ccc(NC(=O)C2CCN(c3nc(-c4ccc(OC)cc4)no3)CC2)cc1
 : 21.5	-24.9	0.3	12.5	-17.7	-13.4	-3.1	23.7	x	1.1	0.4
- Cc1cccc(N(C(=O)c2nsc(Cl)c2Cl)C(C(=O)NC2CCCC2)c2ccc(O)cc2)c1 (stereo not given)
 : 13.2	-3.1	-0.1	8.2	-30.3	-11.9	-0.2	12.3	2.1	6.9	1.1
- Cc1ccc(C(=O)NCc2cccnc2)o1
 : 2.3	3.6	0.3	14.3	-5.7	12.6	-0.2	10.5	3.0	11.4	4.3
- COc1ccc(Nc2nnc(SCC(=O)NC(=O)Nc3ccc4c(c3)OCCO4)s2)cc1
 : -18.7	-7.5	-0.2	6.2	-54.1	-119.0	-0.6	-13.0	6.6	-71.5	-0.9
- NS(=O)(=O)c1ccc(CCNC(=O)CN2CCN(c3ccc(F)cc3)CC2)cc1
 : 14.3	-22.2	-0.1	16.0	15.6	16.8	-1.7	-8.0	4.8	25.8	-0.1
- COc1ccc(-c2nc(CS(=O)(=O)CC(=O)NCc3ccc(F)cc3)c(C)o2)cc1
 : 16.4	-0.7	-0.2	1.7	11.9	0.3	1.4	5.9	-0.6	-1.8	2.6
- CC1CC(C)CN(S(=O)(=O)c2ccc3c(c2)oc(=O)n3CC(=O)NCCCOC(C)C)C1 (stereo not given)
 : 8.6	13.1	1.0	2.9	5.1	-13.8	0.0	2.6	12.7	-5.6	-1.3
- CCCCn1c(N)c(N(CC(C)C)C(=O)C2CC(=O)N(c3ccc4c(c3)OCCO4)C2)c(=O)[nH]c1=O (stereo not given)
 : 2.0	2.9	-0.4	-5.4	2.6	-3.4	-0.3	-35.1	-2.3	-13.4	-0.1
- CC(Oc1cccc(Cl)c1)C(=O)NCc1ccc(S(N)(=O)=O)cc1 (stereo not given)
 : 12.0	-3.1	-0.1	-10.1	8.0	11.2	-2.9	-2.4	11.5	-9.7	3.1

Entries listed so far that have an NH in an aromatic ring (two):
Screens in order – Shn3 inh set2	NR2E3 ag-1	aDG glyco act	KKLEB tox	Peg3 promoter	HIF-2a inh	iPSC survival up	CF NFkB inh	TRPM1 prom inh	TWEAK Fn14 block	NR2E3 ag-2
- COc1ccc2nc(NC(=O)C3CCN(S(=O)(=O)c4cnc[nH]4)CC3)sc2c1
 : 5.1	-7.2	-0.2	-2.6	10.7	5.0	-0.1	0.3	1.9	12.0	-0.4
- CCCCn1c(N)c(N(CC(C)C)C(=O)C2CC(=O)N(c3ccc4c(c3)OCCO4)C2)c(=O)[nH]c1=O (stereo not given)
 : 2.0	2.9	-0.4	-5.4	2.6	-3.4	-0.3	-35.1	-2.3	-13.4	-0.1

Following part.
Screens in order – Shn3 inh set2	NR2E3 ag-1	aDG glyco act	KKLEB tox	Peg3 promoter	HIF-2a inh	iPSC survival up	CF NFkB inh	TRPM1 prom inh	TWEAK Fn14 block	NR2E3 ag-2
- Cc1cc(/C=C2\NC(=S)N(C)C2=O)ccc1N1CCCC1
 : -84.9	-67.0	0.2	-11.5	-334.0	-313.5	-2.8	-28.8	-41.7	-36.8	-1.3
- CCOc1ccccc1C(=O)N1CCC(n2nnc3cc(C)ccc32)CC1
 : 14.6	-2.2	0.2	-7.8	16.9	12.1	-1.4	4.0	16.4	9.5	0.8
- COc1ccc(S(=O)(=O)NCCCc2ccccc2)cc1
 : 15.9	1.8	0.0	5.9	14.7	11.3	-0.6	-4.2	-59.9	-7.8	-1.9
- COCC(=O)N(C)c1nnc(-c2ccc([N+](=O)[O-])cc2)s1
 : -10.7	-4.7	-0.2	5.0	-112.5	-93.3	0.0	-23.4	-24.1	-5.5	4.2
- Cc1ccccc1NC(=O)COC(=O)c1ccc(S(C)(=O)=O)c([N+](=O)[O-])c1
 : -0.1	7.9	-0.5	-20.0	89.2*	92.6*	-1.6	52.6*	18.5	33.2	5.2
- O=C(c1ccc(Cl)c(S(=O)(=O)N2CCCCC2)c1)N1CCN(c2ccccc2)CC1
 : 35.6	2.3	0.5	-4.7	7.1	1.9	-0.2	6.3	16.3	26.0	0.7
- O=C(NNS(=O)(=O)c1ccc(F)cc1)c1sccc1-n1cccc1
 : -12.6	13.1	0.0	9.6	6.5	4.7	-0.3	1.5	-0.2	-1.7	-0.3
- CCc1nc2c(OCc3ccccc3C)cccn2c1N(C)C(=O)c1ccco1
 : 9.0	-18.7	0.4	-0.1	17.2	9.8	-1.1	-3.1	x	-4.9	x
- COC(=O)c1cccc(NC(=O)c2ccc(S(=O)(=O)N(C)c3ccccc3OC)cc2)c1
 : 6.1	-1.9	0.0	3.4	28.5	19.7	3.5	-12.8	x	33.0	x
- Cc1c(C(=O)N(C)Cc2ccc(F)cc2)sc(=O)n1Cc1ccccc1C#N
 : 9.0	-9.1	-0.3	7.3	12.2	2.1	-0.4	-14.6	x	8.6	x
- CC1CCN(c2c(NCC3CCC(C(=O)NCCc4ccc(Cl)cc4)CC3)c(=O)c2=O)CC1 (stereo not given)
 : -2.5	9.2	-0.1	-6.7	16.5	6.7	-0.2	5.3	3.2	-37.2	0.2
- COc1ccc(S(=O)(=O)N2c3ccccc3OCC2C)cc1 (stereo not given)
 : 21.2	-2.7	-0.5	-8.2	16.4	28.8	-0.8	17.7	21.4	8.6	0.1
- COc1ccc(-c2[nH]c(-c3ccccc3)nc2SCC(=O)NCc2ccco2)cc1OC
 : -18.1	-49.7	-0.2	1.8	12.7	14.9	2.0	-41.0	-2.6	-4.2	2.8
- Cc1ccc(CCN2CC(C(=O)NCCCN3CCOCC3)CC2=O)cc1 (stereo not given)
 : -10.1	19.2	-0.1	-3.8	2.5	8.7	6.3	-13.9	-12.4	-6.0	-4.3
- CC1CCN(S(=O)(=O)c2nnc(NC(=O)COc3ccccc3)s2)CC1
 : 1.6	22.4	-0.4	-10.5	5.2	7.8	2.4	4.1	4.6	1.3	-1.0
- CCOC(=O)c1ccccc1NC(=O)COC(=O)c1ccc(OCC(=O)N2CCOCC2)c(OCC)c1
 : -9.8	11.5	-0.2	-8.2	36.1	7.1	-0.5	-3.3	-10.5	26.2	x
- COC(=O)C1=C(C)N(CC2CC2)C(=O)N[C@H]1c1ccccc1
 : 3.4	4.0	-0.2	-0.1	-0.6	17.6	-3.0	12.5	0.8	9.8	4.5
- CCc1nc2ccccc2c(C(=O)OC2CCCCC2=O)c1C (stereo not given)
 : 12.0	-15.1	-0.3	1.2	18.1	19.1	0.0	-1.4	7.8	-3.6	-0.1
- CC1=C(c2ccccc2)C(=S)NC(C)(C)C1
 : -9.2	-0.7	-0.1	-6.4	14.1	9.8	0.9	1.7	2.8	4.5	1.4
- NNC(=O)c1cc(NS(=O)(=O)c2cccs2)cc(NS(=O)(=O)c2cccs2)c1
 : -4.2	-13.8	-0.1	8.8	5.6	11.0	-2.6	2.2	9.8	12.0	x
- OC(c1ccc(Cl)c(Cl)c1)c1ncc(-c2ccccc2C(F)(F)F)[nH]1 (stereo not given)
 : 3.3	-25.0	-0.1	-19.5	25.5	7.5	-1.0	8.0	x	9.0	x
- CCOc1ccc(CCNC(=O)c2nnn(CC(=O)Nc3ccc(OC)c(OC)c3)c2N)cc1OCC
 : 16.3	-32.8	1.4	-1.2	8.2	11.2	-0.3	6.6	29.2	-0.7	-1.9
- CCn1ncc(C2=NOC(C(=O)Nc3c(C)n(C)n(-c4ccccc4)c3=O)C2)c1C (stereo not given)
 : 0.8	15.9	1.9	7.5	-4.8	5.5	2.1	-12.1	4.1	5.6	-1.2
- CC1CCC2(CC1)NC(=O)N(CC(=O)Nc1ccc(C(N)=O)cc1)C2=O (stereo not given)
 : -3.3	-25.6	0.3	-12.9	-10.1	10.3	-0.5	-14.8	5.2	3.5	x
- CCCC(=O)Nc1nc(-c2ccc3c(c2)OCCO3)cs1
 : -78.6	-92.4	0.2	-24.1	-364.5	-292.8	4.5	1.6	-92.7	-12.5	-2.6
- CCC/C=C/c1ccc(CN2C(CC(C)C)C(=O)N(Cc3cn(CC4CCCCC4)nn3)CCS2(=O)=O)cc1 (stereo not given)
 : -29.9	3.5	2.5	-2.0	10.7	2.5	0.9	20.2	x	4.6	x
- O=C(CSc1nnnn1-c1ccccc1)Nc1ccc(N2CCOCC2)cc1
 : 8.2	-7.2	-0.5	-0.5	17.2	-5.2	0.2	15.6	-3.0	20.3	0.5
- CCCCN(CCCC)S(=O)(=O)c1ccc(N2CCCC2=O)c([N+](=O)[O-])c1
 : 20.3	-13.4	0.0	0.9	17.5	11.3	1.9	-18.8	6.9	-15.8	-0.3
- CCC(C)(C)NC(=O)C(c1ccc(OC)cc1)N(Cc1ccco1)C(=O)CCC(=O)Nc1cc(C)on1 (stereo not given)
 : -4.3	-9.7	0.1	-2.8	1.5	13.8	-1.0	1.4	7.0	-0.8	-0.8
- O=C(c1ccc(Cl)c(Cl)c1)N1CCC(=O)N(C(COCc2ccccc2)Cc2ccccc2)CC1 (stereo not given)
 : 38.2	-19.6	0.5	4.3	4.9	12.1	2.1	7.7	12.2	-2.3	3.9
